# Screening results from PubChem BioAssay.
# RGS12 GoLoco inh – qHTS Assay for Inhibitors of RGS12 GoLoco Motif Activity (Red Fluorophore) | Gai1:RGS12 GoLoco peptide FP, rhodamine, 10 min | Potency, µM (doses to about 61.6 µM), for the others: at the highest dose activity, negative = inhibition, hits mostly inhibitors | 230,000 compounds, 0.44% hits; active = well fitted inhibition curve with a large enough effect, not every such curve was filed as active; inactive = no such curve, though single readings can be large or run the other way; note: nearly all actives have a fitted effect of over 30% in size; many of its hits are not listed in these tables
# Target sequence (P63096 whole entry, looked up): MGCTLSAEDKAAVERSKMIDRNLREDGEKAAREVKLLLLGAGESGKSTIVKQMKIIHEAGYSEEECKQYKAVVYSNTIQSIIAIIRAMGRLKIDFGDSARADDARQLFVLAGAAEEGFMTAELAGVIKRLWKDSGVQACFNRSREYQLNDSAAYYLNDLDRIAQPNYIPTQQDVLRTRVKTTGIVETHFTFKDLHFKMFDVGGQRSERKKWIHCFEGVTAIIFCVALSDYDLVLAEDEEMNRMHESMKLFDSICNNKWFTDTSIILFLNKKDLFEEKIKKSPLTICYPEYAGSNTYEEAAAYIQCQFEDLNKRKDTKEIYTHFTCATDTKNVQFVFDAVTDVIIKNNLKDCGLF
# An asterisk follows results filed as active; [ ] = another dose, or the depositor's remark. % is set by controls: 0 for no effect and ±100 for the full control effect; potency is the fitted concentration of half-maximal effect. This is a subset; rates above refer to the full screens.
# Sample of the layout:
SMILES,RGS12 GoLoco inh
COc1cc(C)cc2c(-c3c(O)cc(O)c4c3C[C@H](C)N[C@@H]4C)cc(-c3cc(-c4c(O)cc(O)c5c4C[C@H](C)N[C@@H]5C)c4cc(C)cc(OC)c4c3O)c(O)c12,0%[14.2 µM]
O=C(O)c1nnsc1-c1csnn1,10%[14.2 µM]

# Main list, previewed entries included:
SMILES,RGS12 GoLoco inh
COc1cc(C)cc2c(-c3c(O)cc(O)c4c3C[C@H](C)N[C@@H]4C)cc(-c3cc(-c4c(O)cc(O)c5c4C[C@H](C)N[C@@H]5C)c4cc(C)cc(OC)c4c3O)c(O)c12,0%[14.2 µM]
O=C(O)c1nnsc1-c1csnn1,10%[14.2 µM]
Cn1c(=O)c2[nH]c(CCCCc3nc4ccccc4[nH]3)nc2n(C)c1=O,1%[14.2 µM]
CN1CCN(c2ccc3nc(-c4ccc5nc(-c6ccc(O)cc6)[nH]c5c4)[nH]c3c2)CC1,-2%[14.2 µM]
O=C(O)c1cc(=O)[nH]c(=S)[nH]1,-3%[14.2 µM]
NC(=O)/N=C(\N)NC(=O)c1ccccc1,8%[14.2 µM]
C[C@@H](CS(=O)(=O)Cc1ccccc1)C(N)=O,3%[14.2 µM]
N#CC(C#N)=NNc1ccc2cn[nH]c2c1,7%[14.2 µM]
C[N+](C)([O-])CCC=C1c2ccccc2CCc2ccccc21,9%[14.2 µM]
O=C(O)CCCSc1nc2ccccc2s1,4%[14.2 µM]
NC[C@H]1O[C@H](n2cnc3c(N)ncnc32)C[C@@H]1O,1%[14.2 µM]
NCCSS(=O)(=O)CCN,-16%[14.2 µM]
O=C(CSc1nc2ccccc2s1)c1sc2sc3ccccc3[n+]2c1O,-50%[14.2 µM]
N/N=C1/c2ccccc2N[C@H]1OC(=O)Nc1cccc(Cl)c1,0%[14.2 µM]
COc1cc(NCCC(=O)O)c2ncccc2c1,-3%[14.2 µM]
C[C@@H]1CCCC(CC(=O)O)(CC(=O)O)C1,5%[14.2 µM]
C[N+]1(CCN=C=NC2CCCCC2)CCOCC1,0%[14.2 µM]
c1cc2c(cc1C(N1CCNCC1)N1CCNCC1)OCO2,5%[14.2 µM]
CN(C)c1ccc(/C=N\NC(=O)c2cnc3ccccc3c2)cc1,-1%[14.2 µM]
COc1ccc(C[C@@H]2C(=O)N[C@H](C)C(=O)N(C)[C@@H]3Cc4ccc(cc4)Oc4cc(ccc4O)C[C@H](C(=O)N[C@@H](C)C(=O)N[C@H](C)C(=O)N2C)N(C)C3=O)cc1,-5%[14.2 µM]
O=C(O)c1cc(C(=O)O)cc(N2C(=O)c3ccccc3C2=O)c1,-2%[14.2 µM]
C[C@H](NCCN(C)C)[C@@H]1CCC2C3CCc4cc(O)ccc4[C@H]3CCC21C (some centres undefined),0%[14.2 µM]
Nc1nc2nc3c(nc2c(=O)[nH]1)CN(c1ccc(C(=O)O)cc1)C3=O,2%[14.2 µM]
O=C(O)CC(CC(=O)O)C(=O)O,5%[14.2 µM]
O=C(O)[C@@H]1[C@@H](C(=O)NCc2ccccn2)[C@@H]2C=C[C@@H]1O2,-2%[14.2 µM]
NC(N)=NNC(=O)C(=O)O,3%[14.2 µM]
CC1=C/C(=N/O)C([C@H]2C=C(C)CC(C)(C)[C@@H]2O)C(C)(C)C1 (some centres undefined),-2%[14.2 µM]
O=C(O)c1cc(Cl)cc(Cc2cc(Cl)cc(C(=O)O)c2O)c1O,3%[14.2 µM]
C[C@@H](C(=O)O)/C(=C/c1ccc2c(c1)OCO2)C(=O)O,4%[14.2 µM]
O=C(O)/C=C(/C(=O)O)[C@]12CCN3CC4=CCO[C@@H]5CC(=O)N[C@@H]1C5[C@H]4C[C@H]32 (some centres undefined),0%[14.2 µM]
N=C(CC(=O)Nc1ccccn1)c1ccccc1,-2%[14.2 µM]
CC(C)CCNc1ncnc2[nH]ncc12,0%[14.2 µM]
O=C(O)[C@@H]1CCN(Cc2oc(CO)cc(=O)c2O)C1,2%[14.2 µM]
C[C@H](CN(C)C)C(=O)c1ccccc1C(=O)O,0%[14.2 µM]
CC(CCN)(CCN)[N+](=O)[O-],-2%[14.2 µM]
O=c1ccnc(SCc2ccc(Cl)cc2)[nH]1,5%[14.2 µM]

# Four entries from above, field by field:
> CN1CCN(c2ccc3nc(-c4ccc5nc(-c6ccc(O)cc6)[nH]c5c4)[nH]c3c2)CC1
  RGS12 GoLoco inh: -2%[14.2 µM]

> O=C(O)c1cc(=O)[nH]c(=S)[nH]1
  RGS12 GoLoco inh: -3%[14.2 µM]

> NC(=O)/N=C(\N)NC(=O)c1ccccc1
  RGS12 GoLoco inh: 8%[14.2 µM]

> C[C@@H](CS(=O)(=O)Cc1ccccc1)C(N)=O
  RGS12 GoLoco inh: 3%[14.2 µM]

# The results go on.
SMILES,RGS12 GoLoco inh
CN1CCc2nc(N)nc(-c3nc(N)nc4c3CN(C)CC4)c2C1,-1%[14.2 µM]
c1ccc(CCN2CCN=C2Cc2ccccc2)cc1,2%[14.2 µM]
Cc1cc(CN2CCCCC2)c(O)c(CN2CCCCC2)c1,4%[14.2 µM]
Cc1cc2ccccc2c[n+]1CC(O)C[n+]1cc2ccccc2cc1C,-4%[14.2 µM]
CC(C)Cn1cnc2c(SCc3ccccn3)nc(N)nc21,-3%[14.2 µM]
CCOc1ccccc1Nc1ccc(N)cc1S(=O)(=O)O,3%[14.2 µM]
O=C(O)c1oc(C(=O)O)c(C(=O)O)c1C(=O)O,2%[14.2 µM]
O=C(O)C12CC3(C(=O)O)CC(C(=O)O)(CC(C(=O)O)(C1)C3=O)C2=O,-4%[14.2 µM]
O=C1c2ccccc2[C@@H]([C@@H]2c3ccccc3C(=O)c3cc(Br)ccc32)c2ccc(Br)cc21,0%[14.2 µM]
O=C1c2cccc([N+](=O)[O-])c2C(=O)N1c1ncn[nH]1,9%[14.2 µM]
C[C@@H](NC(=O)C1(N)CCCC1)C(=O)O,-1%[14.2 µM]
O=C(O)CSCc1cccc2ccccc12,7%[14.2 µM]
CCc1ccc(CCC(=O)O)nc1,7%[14.2 µM]
O=[N+]([O-])c1cc(Cc2cc([N+](=O)[O-])c3cccnc3c2O)c(O)c2ncccc12,-31%[14.2 µM]
O=C(O)CSc1ccn(Cc2ccccc2)c1,10%[14.2 µM]
Cc1cc(C)c(O)c(Cc2cccc(Cc3cc(C)cc(C)c3O)c2O)c1,3%[14.2 µM]
C[C@H](Br)C(=O)c1ccc2cc(Br)c3ccccc3c2c1,0%[14.2 µM]
N#C[C@H]1CN[C@H](N)N[C@@H]1N,2%[14.2 µM]
O=C(O)CCCN1CCCCC1,5%[14.2 µM]
CCn1c(CCCc2nc3c([nH]2)c(=O)n(C)c(=O)n3C)nc2c1c(=O)n(C)c(=O)n2C,0%[14.2 µM]
CC(C)C(O)(C(C)C)C(C)C,1%[14.2 µM]
CN(Cc1cccc2ccccc12)Cc1cccc2ccccc12,3%[14.2 µM]
Cc1cc(C(C)(C)C)cc(CNC2CCCCC2)c1O,4%[14.2 µM]
S=C(Nc1ccc2c(c1)Cc1ccccc1-2)Nc1ccc2c(c1)Cc1ccccc1-2,0%[14.2 µM]

# Rewritten tab-delimited: four of the compounds above
SMILES	RGS12 GoLoco inh
O=C(O)CCCN1CCCCC1	5%[14.2 µM]
CCn1c(CCCc2nc3c([nH]2)c(=O)n(C)c(=O)n3C)nc2c1c(=O)n(C)c(=O)n2C	0%[14.2 µM]
CC(C)C(O)(C(C)C)C(C)C	1%[14.2 µM]
CN(Cc1cccc2ccccc12)Cc1cccc2ccccc12	3%[14.2 µM]

# The listing continues:
SMILES,RGS12 GoLoco inh
O=C(O)[C@H]1CC=CC[C@@H]1C(=O)Nc1cccc(O)c1,1%[14.2 µM]
O=[N+]([O-])c1ccc(S(=O)(=O)Cc2ccccc2)c2nonc12,-15%[14.2 µM]
CN(C)CCn1c(CO)nc2c1c(=O)n(C)c(=O)n2C,5%[14.2 µM]
O=C(CSc1nc2ccccc2c2ccccc12)c1ccccc1,-3%[14.2 µM]
COc1ccc(-c2csc3c2[N+]2=CCC=C2C3=O)cc1,2%[14.2 µM]
Cc1ccc(S(=O)(=O)O[C@@H]2[C@H]([C@@H]3COC(C)(C)O3)O[C@H]3OC(C)(C)O[C@@H]32)cc1,-3%[14.2 µM]
Oc1c(C(O)(c2ccccc2)c2ccc3ccccc3c2O)ccc2ccccc12,39%[activator][14.2 µM]
Clc1ccccc1/C=C\c1ccnc2ccccc12,14%[14.2 µM]
C/C(=N/O)c1ccc2cc(Br)c3ccccc3c2c1,2%[14.2 µM]
OC1(C(O)(c2ccc(-c3ccccc3)cc2)c2ccc(-c3ccccc3)cc2)CCCCC1,3%[14.2 µM]
Nc1nc2c(c(=O)[nH]1)CN(CCCN1CCOCC1)CN2,-4%[14.2 µM]
O=C(Nc1ccc(-c2cn3ccccc3n2)cc1)c1cc(Br)ccc1O,7%[14.2 µM]
COc1ccc(/C=C(\C#N)C(N)=O)c(OC)c1,-9%[14.2 µM]
O=C(CSC1=NCCN1)Nc1ccccc1,-1%[14.2 µM]
Nc1nc(-c2ccccc2)c(-c2ccccc2)c(-c2nc(N)nc(-c3ccccc3)c2-c2ccccc2)n1,2%[14.2 µM]
Nc1ccc(-c2ccc(Nc3cc(S(=O)(=O)O)c(N)c4c3C(=O)c3ccccc3C4=O)cc2)c(S(=O)(=O)O)c1,-27%[14.2 µM]
C(=Nc1ccc2c(c1)Cc1ccccc1-2)c1ccccn1,1%[14.2 µM]
C1CCN(CC[C@@H]2CCCCN2)CC1,-4%[14.2 µM]
Oc1cccnc1CN1CCCCC1,-5%[14.2 µM]
O=C(O)CCC(=O)c1ccc[nH]1,3%[14.2 µM]
COC(=O)CCCC(=O)O,-23%[14.2 µM]
N#CC1(Nc2ccc(-c3ccc(NC4(C#N)CCCC4)cc3)cc2)CCCC1,4%[14.2 µM]
CCn1c2ccccc2c2nnc(NCCCO)nc21,5%[14.2 µM]
CC[C@H]1CN(C)[C@H]2Cc3c([nH]c4ccccc34)C(=O)C[C@H]1[C@H]2C(=O)OC,4%[14.2 µM]

# Ordered by length of the SMILES (largest number first): part of the list above
SMILES,RGS12 GoLoco inh
O=C(O)[C@@H]1CCN(Cc2oc(CO)cc(=O)c2O)C1,2%[14.2 µM]
COc1ccc(-c2csc3c2[N+]2=CCC=C2C3=O)cc1,2%[14.2 µM]
C1CCN(CC[C@@H]2CCCCN2)CC1,-4%[14.2 µM]

# (continued)
SMILES,RGS12 GoLoco inh
Cc1c(S(=O)(=O)O)ccc(N=Nc2c(O)c(C(=O)O)cc3ccccc23)c1Cl,8%[14.2 µM]
O=C(O)COc1c(Cl)cc(Cl)c2cccnc12,0%[14.2 µM]
c1c[nH]c(CN2CCN(Cc3ncc[nH]3)CC2)n1,8%[14.2 µM]
Cn1c(=O)c2[nH]c(CSCc3ccccc3)nc2n(C)c1=O,5%[14.2 µM]
Cn1c(=S)c2[nH]c(SCCN3C(=O)c4ccccc4C3=O)nc2n(C)c1=O,5%[14.2 µM]
CCOC(=O)[C@]1(CC(=O)O)CCCC1=O,2%[14.2 µM]
O=S(=O)(O)c1cc(S(=O)(=O)O)c2c(N=Nc3cccc4ccccc34)c(O)ccc2c1,19%[14.2 µM]
O=C1C=C(N2CCN(c3ccccn3)CC2)C(=O)c2c(O)ccc(O)c21,6%[14.2 µM]
CN(C)Cc1c[nH]c2nc[nH]c(=O)c12,-5%[14.2 µM]
O=[N+]([O-])c1nccn1C[C@H](O)CN1CCCCC1,6%[14.2 µM]
CSCC[C@@H](C(=O)O)N(C)C,3%[14.2 µM]
CN(CCc1ccccn1)c1ccc2c(c1)Cc1ccccc1-2,-3%[14.2 µM]
N/C(=N\O)c1cn([C@@H]2O[C@@H](CO)[C@H](O)[C@@H]2O)c2ncnc(NO)c12,4%[14.2 µM]
CCCCn1cnc2c(SC)ncnc21,5%[14.2 µM]
C[C@@H]1c2ccccc2Cn2cc3c(c21)C(=O)c1cccc(OP(=O)(O)OCc2ccccc2)c1C3=O,7%[14.2 µM]
Cc1ccc(C2=C(Cl)C(=O)C(c3ccc(C)cc3)=C(Cl)C2=O)cc1,-8%[14.2 µM]
CC(C)(SCc1ccccc1)[C@H](N)C(=O)O,6%[14.2 µM]
N[C@@H](Cc1ncccn1)C(=O)O,-7%[14.2 µM]
Nc1nc(-c2ccccc2)c(CC(=O)O)s1,5%[14.2 µM]
O=C(O)CCC(=O)c1ccc2sc3ccccc3c2c1,5%[14.2 µM]
COc1ccc(N(CC(=O)O)N=O)cc1,0%[14.2 µM]
NC(=O)[C@@H]1CCCN1Cc1ccc2c(c1)OCO2,6%[14.2 µM]
O[C@@H](C1=C/C(=C\c2ccncc2)c2ccccc21)c1ccncc1,-1%[14.2 µM]
CC(C)(C)COS(=O)OCC(C)(C)C,-2%[14.2 µM]
OCCNc1ncnc2c1ncn2[C@@H]1O[C@@H](CO)[C@H](O)[C@@H]1O,7%[14.2 µM]
CN(C)CCCN1c2ccc3ccccc3c2Sc2cccc(Cl)c21,-1%[14.2 µM]
COc1cc2c(cc1OC)C(CCN)=NCC2,-4%[14.2 µM]
O=C1CCC(c2ccccc2)=NN1c1nc2ccccc2s1,2%[14.2 µM]
C[C@H](CC(=O)O)C(C(=O)O)C(=O)O,8%[14.2 µM]
Cn1c(=O)c2c(nc(NCCNc3nc4c(c(=O)n(C)c(=O)n4C)n3C)n2C)n(C)c1=O,3%[14.2 µM]
CCN(CCO)C[C@H]1CCC[C@H]2CCCC[C@@H]21,3%[14.2 µM]
CC(=O)Nc1ccc(-c2cc(C(=O)O)c3cc4ccccc4cc3n2)cc1,6%[14.2 µM]
CN(C)c1ccc2nc3c(C(=O)O)cc(=O)c(O)c-3oc2c1,3%[14.2 µM]
C[N+](C)(C)c1cc2c(nn1)Nc1ccccc1S2,2%[14.2 µM]
O=C(O)CC[C@@H](C(=O)O)N1C(=O)[C@@H]2[C@@H]3CC[C@H](C3)[C@@H]2C1=O,2%[14.2 µM]
CCOC(=O)[C@@H](O)Cc1cnc2ccccc2n1,7%[14.2 µM]
Cn1cnc([N+](=O)[O-])c1[Se]c1nc(N)nc2c1ncn2[C@@H]1O[C@@H](CO)[C@H](O)[C@@H]1O,0%[14.2 µM]
